Mtb RmlCD inh: inhibitors of Mycobacterium tuberculosis RmlC and RmlD coupled enzymes; actives 0.03% (n = 160,000); RmlC+RmlD coupled enzyme assay, percent inhibition; primary screen in compound mixtures; inhibition, % at 3.6 µM; P9WH09+P9WH11; AID 1533; in the data active = inhibition mostly above about 34%, no sharp cut-off; inconclusive = no clear call, values can overlap the other calls; inactive = mostly below about 22%; note: some results filed as inactive read as strong as hits
Target sequence (P9WH09 whole entry, looked up): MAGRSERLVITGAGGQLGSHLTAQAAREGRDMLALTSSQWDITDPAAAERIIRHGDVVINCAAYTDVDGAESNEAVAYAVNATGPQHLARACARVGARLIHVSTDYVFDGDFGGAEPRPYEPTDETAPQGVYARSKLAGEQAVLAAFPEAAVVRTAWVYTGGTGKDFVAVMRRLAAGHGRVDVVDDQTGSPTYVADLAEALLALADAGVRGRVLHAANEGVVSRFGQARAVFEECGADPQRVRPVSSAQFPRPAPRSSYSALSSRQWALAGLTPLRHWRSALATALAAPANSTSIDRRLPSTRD
Target sequence (P9WH11 whole entry, looked up): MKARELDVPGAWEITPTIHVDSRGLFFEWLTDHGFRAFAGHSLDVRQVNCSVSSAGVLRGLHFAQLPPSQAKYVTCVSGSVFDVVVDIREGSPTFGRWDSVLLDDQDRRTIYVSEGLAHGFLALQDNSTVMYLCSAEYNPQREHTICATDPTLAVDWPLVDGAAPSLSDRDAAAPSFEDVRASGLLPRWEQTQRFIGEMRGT
M. tuberculosis GlmU: inhibition of mycobacterial GlmU enzyme – biochemical, glucosamine-1-phosphate acetyltransferase (AID 1376). inhibition, %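 (tested at 30 µM in the primary screen)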; hits with a dose series show IC50 in µM. actives 0.25% (n = 220,000). M. tuberculosis GlmU acetyltransferase enzyme assay; higher % means a stronger effect; in the data active = inhibition above about 13%; inconclusive = no clear call, values can overlap the other calls;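 note: 0% = complete reaction with vehicle and 100% = reaction without substrate; strong numbers were not always called active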
* hit, by the source's call; ? = inconclusive; . = not tested or not shown. Only part of the results is shown. The share of hits here may be higher or lower than overall.

SMILES	Mtb RmlCD inh	M. tuberculosis GlmU
Cc1cc(C)nc(N2CCC(C(=O)NCCc3ccccc3)CC2)n1	7	-1.4%
Cc1ccc(C)c2[nH]c(=O)c(CCNC(=O)CC(C)(C)C)cc12	.	4.0%
S=C(Nc1ccccc1)N1CCN(C(=S)Nc2ccccc2)CC1	-7	2.6%
CCCS(=O)(=O)Nc1c(C(=O)O)[nH]c2ccc(OC)cc12	.	-0.2%
O=C(c1ccccc1)N1CCN(C2CCCCC2)CC1	.	-1.8%
Oc1ccc(C=Nc2ccccc2-c2nc3ccccc3[nH]2)cc1	-7	2.7%
O=C1c2ccc(-c3ccc4c(c3)C(=O)N(CCCO)C4=O)cc2C(=O)N1CCCO	-4	-2.8%
Cc1ccc(NC(=O)c2cncc(Br)c2)c(O)c1	.	-1.8%
O=C(Nc1ccc(Cl)cc1)[C@@H]1[C@@H]2C(=O)N(c3ccc(Cl)cc3Cl)C(=O)[C@@H]2[C@H]2C=CC=NN21	-11	5.8%
COc1cccc(C2=NOC(C(=O)Nc3c(C)n(C)n(-c4ccccc4)c3=O)C2)c1 (stereo unspecified)	.	-0.2%
CC(=O)NC1(C(=O)O)CCCC1	103	2.4%
CCCc1nc2ccccc2c(NC(=O)CN(CC)CC)c1CC	6	-1.2%
Cc1ccsc1CN1CCN(c2ccccn2)CC1	5	2.4%
O=C(Oc1nsnc1N1CCOCC1)N1CCOCC1	-8	-0.5%
NC(=O)c1ccccc1N/C=C/C(=O)c1ccco1	0	6.0%
Cc1nnc(SCc2cc(=O)oc3cc(O)ccc23)n1Cc1ccccc1	-8	0.0%
Cc1ccc(N(O)C(=O)OCCNC(=O)Nc2ccccc2)cc1	10	0.9%
COc1cc(C(C(=O)NC(C)(C)C)N(C(=O)CNC(=O)c2cccs2)c2ccccc2)cc(OC)c1OC (stereo unspecified)	9	-4.6%
Cc1ccc(S(=O)(=O)N(C)C)cc1NC(=O)COC(=O)COc1ccccc1[N+](=O)[O-]	-7	-3.3%
CCn1c(SCC(=O)Nc2nc(C)cs2)nnc1-c1ccco1	8	-0.7%
O=C(c1ccccc1)c1ccncc1	.	1.1%
Cc1c(Cl)cccc1NC(=O)CCN1CCCC(C)C1 (stereo unspecified)	.	-10.0%
COc1ccc(NC(=O)c2ccc(NC(=O)COC(=O)CC(NC(=O)c3ccccc3Cl)c3ccccc3)cc2)cc1 (stereo unspecified)	-4	0.3%
O=c1[nH]c2ccc(S(=O)(=O)N3CCN(c4ccccc4F)CC3)cc2s1	8	-1.0%
CC1CC1C(=O)OCC(=O)Nc1ccc(N=Nc2ccccc2)cc1 (stereo unspecified)	1	-5.5%
Cc1ccc(-n2nnnc2SCC(=O)Nc2sc(C)c(C)c2C#N)cc1C	9	0.1%
COc1ccc(NC(=O)CN2CCC(Cc3ccccc3)CC2)cc1S(=O)(=O)N1CCOCC1	.	1.5%
CN1C(=O)C(=Cc2ccccc2Oc2ccc(Cl)c(F)c2)C(=O)N(C)C1=O	-7	3.7%
CCOc1ccc(N2Cc3ncccc3C2=O)cc1	-6	0.2%
COc1ccc(C(=O)N/N=C/c2cc(Br)ccc2O)cc1OC	-10	-2.2%
COc1ccc(OC)c(NC(=O)Cn2cc(C=O)c3ccccc32)c1	-14	0.2%
CCOC(=O)c1cc(-c2ccccc2)sc1NC(=O)CC	5	-4.9%
Cc1onc(C(=O)Nc2sc3c(c2C(N)=O)CCCC3)c1[N+](=O)[O-]	-9	4.4%
CN1C(=O)C2(c3ccccc31)c1c(oc3ccccc3c1=O)C(=O)N2CCO (stereo unspecified)	-7	0.5%
Cn1cccc1C(=O)NC(=O)COC(=O)Cc1coc2ccc3ccccc3c12	14	-1.7%
CCOc1cccc(N2C(=O)CC(NCc3ccc(S(N)(=O)=O)cc3)C2=O)c1 (stereo unspecified)	-8	1.4%
CN(C)S(=O)(=O)c1ccc(Cl)c(NC(=O)COc2ccccc2[N+](=O)[O-])c1	-8	-6.3%
COc1cccc(C(=O)/C=C/c2ccc(OCC#N)c(OC)c2)c1	.	0.2%
CC(C)(C)Nc1c(N)c(=O)oc2ccccc12	10	-1.5%
O=C(OC1CCOC1=O)c1cc(-c2ccccc2)nc2ccccc12 (stereo unspecified)	.	0.7%
Cc1nn(Cc2c(F)c(F)c(F)c(F)c2F)c(C)c1NC(=O)c1cccc(COc2ccccc2Cl)c1	-7	2.3%
O=C(N1CCOCC1)N1CCC(c2nc(-c3ccc(S(=O)(=O)N4CCOCC4)cc3)no2)CC1	.	-2.4%
COc1ccc(CC(=O)NCC2(c3ccc(OC)c(OC)c3)CCOCC2)cc1	-4	.
O=C(O)/C=C/C(=O)Nc1ccccc1-c1ccccc1NC(=O)/C=C/C(=O)O	0	4.3%
COc1ccc2[nH]cc(CCNC(C)=O)c2c1	.	4.2%
N#C/C(=C\N1CCCCC1)S(=O)(=O)c1ccc(Cl)cc1	7	-0.6%
CCCCn1c(=NC(=O)c2ccco2)c(C(=O)OCC)cc2c(=O)n3cccc(C)c3nc21	.	-6.1%
Cc1cccc(OCCCC(=O)NCC(=O)Nc2cccc(C)c2C)c1	7	8.7%
N#CC1=C(N)C(C#N)(C#N)C(c2ccc[nH]2)C2CCCC=C12 (stereo unspecified)	-6	3.2%
CC(=O)NCC(=O)NNC1CC(=O)N(c2cccc(Cl)c2)C1=O (stereo unspecified)	1	4.7%
Cc1nnc(NN)n(N)c1=O	83	1.5%
CCC(C)NC(=O)C(=O)NCc1ccccn1 (stereo unspecified)	.	2.2%
C=CCNc1nc(N)c(C(=O)Nc2cc(C)on2)s1	12	6.0%
O=C(CNC(=O)c1ccc([N+](=O)[O-])cc1)c1ccccc1	9	1.1%
Cc1ccc(-c2nn3c(C)nnc3s2)cc1NC(=O)c1cccnc1	.	-0.6%
CC1=CC(C)(C)Nc2ccc(OC(=O)CN3C(=O)c4cccc5cccc(c45)C3=O)cc21	-9	.
O=C(N/N=C/c1ccco1)c1ccc(C(=O)N/N=C/c2ccco2)o1	.	8.2%
COc1ccccc1-c1cc(C(=O)Nc2cc(C)n(Cc3ccc(Cl)cc3)n2)no1	.	2.3%
COc1cc(C2C(C#N)=C(N)Oc3cc(C)oc(=O)c32)cc(OC)c1OC (stereo unspecified)	10	2.9%
Fc1ccccc1CCNc1c2c(nc3ncnn13)CCCC2	-9	3.9%
Additional structures follow.
SMILES	Mtb RmlCD inh	M. tuberculosis GlmU
Cc1sc2nc(-c3ccccc3)[nH]c(=O)c2c1-c1ccccc1	.	6.6%
Cc1cc(C(N)=O)c2cc(Br)ccc2n1	-8	4.4%
Cc1cc(C)nc(NS(=O)(=O)c2ccc(NS(=O)(=O)c3ccccc3)cc2)n1	2	-9.8%
Cc1cc(C)n(-c2ccc(Cl)c(C(=O)NCc3ccccc3)n2)n1	9	1.3%
O=C(/C=C/c1cccs1)Nc1cccc(NC(=O)/C=C/c2cccs2)n1	3	-0.4%
O=C(NCc1ccco1)C1CCN(S(=O)(=O)N2CCC3(CC2)OCCO3)CC1	-7	-7.4%
CCCCCc1ccc(C(=O)CCCC)c(=S)[nH]1	-14	-0.3%
CCOC(=O)CCc1nc2ccccc2[nH]1	15	-2.4%
CCOC(=O)N1CCC(NCCNC(=O)c2ccc(Cl)cc2)CC1	.	3.2%
O=C(N/N=C/c1ccncc1)c1ccccc1	-4	2.7%
Cc1ccccc1NC(=S)N(CCN1CCOCC1)Cc1ccccc1F	9	-6.3%
NC(=NCCc1ccccc1)NS(=O)(=O)c1ccc2ccccc2c1	-3	0.3%
COCC(C)n1c(SCC(=O)N2CCc3ccccc3C2)nc2ccccc2c1=O (stereo unspecified)	2	4.4%
COc1ccc2cc(/C=N/NC(=O)c3ccc(CN(c4cccc(Cl)c4Cl)S(C)(=O)=O)cc3)c(Cl)nc2c1	41	0.8%
C=CCNS(=O)(=O)c1ccc(OC)c(C)c1	-6	-3.5%
CCc1nc2ccccc2n1CC(=O)Nc1cc(C)on1	-9	-3.6%
OCC1OC(n2cnc3ccccc32)CC1O (stereo unspecified)	.	-3.0%
O=C(CC(c1ccccc1)c1ccco1)N1CCCCC1 (stereo unspecified)	1	-1.4%
Cc1ccccc1C1C(C#N)=C2N=C(N)c3c(sc4c3CCCCC4)N2C2=C1C(=O)CCC2 (stereo unspecified)	-7	-2.1%
CC(=O)Nc1ccc(/C=N/N2CCCCC2)cc1	-8	0.6%
COc1cc(CNCCN2CCOCC2)ccc1OCc1c(Cl)cccc1Cl	2	1.3%
Cc1cc(NCCN(C)C)n2nc(-c3cccs3)cc2n1	.	-1.4%
CCCC(=O)N1CCc2cc(OC)c(OC)cc2C1c1cc2cc3c(cc2[nH]c1=O)OCO3 (stereo unspecified)	.	-1.9%
O=C1CSC(c2cccc([N+](=O)[O-])c2)N1CCN1CCCCC1 (stereo unspecified)	-2	2.0%
Cc1cc(NC(=O)COC(=O)C2CCC2)no1	-13	0.0%
Cc1ccc(NC(=S)NC(NC(=O)c2ccco2)C(Cl)(Cl)Cl)cc1 (stereo unspecified)	-6	-1.3%
O=C1COc2ccc(C(=O)CSc3ccccc3C(=O)O)cc2N1	.	4.5%
C(=N\c1nccs1)/c1c[nH]c2ccccc12	5	3.0%
Cn1c(/C=C/c2ccccc2)nc2ccccc21	8	0.5%
C#C[C@]1(O)CC[C@H]2[C@@H]3CCC4=CC(=O)CC[C@]4(C)[C@H]3CC[C@@]21C	.	-3.9%
c1csc(Cc2nc3ccccc3[nH]2)c1	.	-2.5%
NC(=O)c1ccc(NC(=O)c2ccc(CN3CCOCC3)cc2)cc1	10	-1.3%
COC(=O)C1=C(c2cc3ccccc3s2)C[C@@H]2CC[C@H]1N2C(=O)NCCNC(C)=O	.	-4.0%
Cn1c(=O)c(NCCc2ccccc2)c2c3c(cccc31)C(=O)c1ccccc1-2	?	-1.1%
CCCCC1CCCC12NC(=O)NC2=O (stereo unspecified)	9	3.7%
COc1ccc(-n2c(C)c(C(C)=O)c3cc(O)ccc32)cc1	-3	.
O=C(C(Cl)Cl)N1CCN(c2ccccn2)CC1	12	-4.9%
O=C1N(c2ccc(Cl)cc2)C(c2ccccc2)N2CCCN12 (stereo unspecified)	-23	-2.1%
Cc1ccc(-c2nnn(CC(=O)N3CCN(c4nc5ccccc5s4)CC3)n2)cc1	.	0.1%
O=[N+]([O-])c1cccc(N/N=C/c2cccc(O)c2O)c1	2	4.3%
c1ccc(-c2ccccc2-n2cnnn2)cc1	.	4.2%
O=C(Cn1c2[n+](c3ccccc31)CC(O)CS2)c1ccccc1 (stereo unspecified)	-13	-0.7%
COc1ccc(C(=O)N(C)C2CCN(C)CC2)cc1S(=O)(=O)Nc1cc(Cl)ccc1Cl	0	-1.5%
O=C1CCCC(=O)N1c1ccc(N2CCN(c3ccc([N+](=O)[O-])cc3)CC2)c([N+](=O)[O-])c1	-9	4.2%
COC(=O)CSc1ccc(S(=O)(=O)N2CCCCCC2)cc1[N+](=O)[O-]	-5	-5.4%
C#CCOCCOCCOCCNc1nc(N2CCN(C(=O)[C@H]([C@@H](C)CC)n3cc([C@@H](N)CO)nn3)CC2)nc(N2CCN(C(=O)[C@H](Cc3ccc(O)cc3)n3cc([C@@H](N)CC(C)C)nn3)CC2)n1	.	-9.5%
CCOC(=O)N1CCN(C(=O)c2cc(OCC)c(OCC)c(OCC)c2)CC1	-3	3.1%
CCc1sc(C(=O)N2CCc3ccccc32)cc1C	3	0.3%
COCCN1Cc2cccc(C(=O)Nc3cccc(-c4nc5ccccc5[nH]4)c3)c2C1=O	-9	8.0%
O=S(=O)(/N=C/c1c(O)ccc2ccccc12)c1cccs1	-10	3.2%
CC1(C)CC(=O)C2=C(C1)N(c1cccc(O)c1)C1=C(C2)C(=O)CC(C)(C)C1	-6	1.1%
COc1ccc(C(=O)NCCOc2cccc(OC)c2)cc1	-13	-0.1%
CCc1cc2c(=O)c(-c3cscn3)coc2c(CN(C)C)c1O	0	-2.3%
Cn1c(=O)oc2cc(S(=O)(=O)Nc3ccccc3)ccc21	6	0.2%

17 entries from above, with bars between the fields:
canonical_smiles | Mtb RmlCD inh | M. tuberculosis GlmU
COc1ccc(-n2c(C)c(C(C)=O)c3cc(O)ccc32)cc1 | -3 | .
O=C(C(Cl)Cl)N1CCN(c2ccccn2)CC1 | 12 | -4.9%
O=C1N(c2ccc(Cl)cc2)C(c2ccccc2)N2CCCN12 (stereo unspecified) | -23 | -2.1%
Cc1ccc(-c2nnn(CC(=O)N3CCN(c4nc5ccccc5s4)CC3)n2)cc1 | . | 0.1%
O=[N+]([O-])c1cccc(N/N=C/c2cccc(O)c2O)c1 | 2 | 4.3%
c1ccc(-c2ccccc2-n2cnnn2)cc1 | . | 4.2%
O=C(Cn1c2[n+](c3ccccc31)CC(O)CS2)c1ccccc1 (stereo unspecified) | -13 | -0.7%
COc1ccc(C(=O)N(C)C2CCN(C)CC2)cc1S(=O)(=O)Nc1cc(Cl)ccc1Cl | 0 | -1.5%
O=C1CCCC(=O)N1c1ccc(N2CCN(c3ccc([N+](=O)[O-])cc3)CC2)c([N+](=O)[O-])c1 | -9 | 4.2%
COC(=O)CSc1ccc(S(=O)(=O)N2CCCCCC2)cc1[N+](=O)[O-] | -5 | -5.4%
C#CCOCCOCCOCCNc1nc(N2CCN(C(=O)[C@H]([C@@H](C)CC)n3cc([C@@H](N)CO)nn3)CC2)nc(N2CCN(C(=O)[C@H](Cc3ccc(O)cc3)n3cc([C@@H](N)CC(C)C)nn3)CC2)n1 | . | -9.5%
CCOC(=O)N1CCN(C(=O)c2cc(OCC)c(OCC)c(OCC)c2)CC1 | -3 | 3.1%
CCc1sc(C(=O)N2CCc3ccccc32)cc1C | 3 | 0.3%
COCCN1Cc2cccc(C(=O)Nc3cccc(-c4nc5ccccc5[nH]4)c3)c2C1=O | -9 | 8.0%
O=S(=O)(/N=C/c1c(O)ccc2ccccc12)c1cccs1 | -10 | 3.2%
CC1(C)CC(=O)C2=C(C1)N(c1cccc(O)c1)C1=C(C2)C(=O)CC(C)(C)C1 | -6 | 1.1%
COc1ccc(C(=O)NCCOc2cccc(OC)c2)cc1 | -13 | -0.1%
